NSD2 inh: NSD2 histone methyltransferase inhibitors, primary screen, biochemical, AlphaScreen, single concentration, set 2; NSD2 peptide methylation, 120 min; inhibition, % at 12.5 µM; actives 0.54% (n = 310,000); in the data active = inhibition above about 50%
CAL PDZ FP-1: untagged CAL PDZ binding inhibitors, primary screen, biochemical, fluorescence polarization, HTS; Golgi-associated PDZ and coiled-coil motif-containing protein (Homo sapiens), Q9HD26; purified CAL PDZ, TMR-peptide fluorescence polarization, 1 h; inhibition, % at 24.9 µM; actives 0.92% (n = 300,000); AID 602252, 2012;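 active = mean inhibition of at least 30% with at least half of replicates also reaching 30%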;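 also: 0% = DMSO neutral control and 100% = excess unlabeled competitor peptide PRC23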
Arrestin-AP2 inh: inhibitors of beta-arrestin/AP2 binding, primary screen, biochemical, GPCR trafficking, flow cytometry; beta-arrestin 1 C-terminal peptide binding to AP2 beta2-adaptin appendage (human); FITC-arrestin peptide / GST-AP2 beads; AP2 beta2 appendage carries R879A mutation; inhibition, % at 10 µM; actives 0.31% (n = 340,000); AID 504490, 2011;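 active = inhibition above a set limit, near 3 SD of compounds lacking own fluorescence, cut at about 54% in these data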;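 also: plate controls were DMSO wells for no effect and 5 µM unlabelled arrestin peptide for full effect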
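test system = AP2 appendage R879A on GSH beads | buffer or medium = PBS plus Tween 20 (0.05%) and BSA (0.1%) | incubation = 12 min plus 1 h, RT | detection = bead flow cytometry, FITC channel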
LANA DNA inh: inhibitors of KSHV C-LANA binding to DNA, primary screen, biochemical, fluorescence polarization, FAM-LBS DNA, MBP-C-LANA, single point; Kaposi's sarcoma herpesvirus LANA C-terminal domain (residues 932-1162) DNA binding; inhibition, % at 9 µM; actives 0.078% (n = 340,000); AID 504423, 2011;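 active = highest replicate inhibition at or above 60% at 9 µM, even if other replicates fall short; inactive = all replicates below 60% inhibition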;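 also: 0% = neutral control wells and 100% = 4 µM acridine orange control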
DAGLB inh: DAGLB lipase inhibitors, primary screen, biochemical, fluorescence, HTS; Diacylglycerol lipase-beta (Homo sapiens), Q8NCG7; HEK293T DAGLB membrane lysate, EnzChek fluorogenic substrate; inhibition, % at 5.17 µM; actives 0.059% (n = 340,000); AID 504411, 2011; in the data active = inhibition above about 34%;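 also: 0% = enzyme with vehicle and 100% = wells lacking enzyme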
Target sequence (Q8NCG7 whole entry, looked up): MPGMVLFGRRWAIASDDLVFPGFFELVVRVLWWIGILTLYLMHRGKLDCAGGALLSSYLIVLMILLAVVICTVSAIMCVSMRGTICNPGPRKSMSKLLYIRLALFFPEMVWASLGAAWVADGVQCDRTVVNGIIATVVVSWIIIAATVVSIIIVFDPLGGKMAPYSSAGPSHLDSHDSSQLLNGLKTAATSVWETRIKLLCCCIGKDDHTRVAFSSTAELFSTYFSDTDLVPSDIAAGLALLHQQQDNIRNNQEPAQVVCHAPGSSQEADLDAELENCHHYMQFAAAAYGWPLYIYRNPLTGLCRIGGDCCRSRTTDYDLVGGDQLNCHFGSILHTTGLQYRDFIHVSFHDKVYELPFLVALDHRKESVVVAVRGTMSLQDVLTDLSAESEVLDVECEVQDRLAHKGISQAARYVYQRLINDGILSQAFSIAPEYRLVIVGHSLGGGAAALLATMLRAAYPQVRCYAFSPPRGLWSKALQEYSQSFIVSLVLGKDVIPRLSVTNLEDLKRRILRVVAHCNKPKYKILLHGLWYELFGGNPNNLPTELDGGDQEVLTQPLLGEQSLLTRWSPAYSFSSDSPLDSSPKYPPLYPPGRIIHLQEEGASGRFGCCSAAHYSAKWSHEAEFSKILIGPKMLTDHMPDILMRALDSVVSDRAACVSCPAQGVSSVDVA
RTF Ca sens inh: cardiac RTF calcium sensitivity inhibitors, primary screen, biochemical, IANBD-TnC fluorescence, EC70 calcium; inhibition, % at 7.15 µM; Troponin I, cardiac muscle (Homo sapiens) + Troponin T, cardiac muscle (Homo sapiens) + …; IANBD-labeled cardiac RTF, Ca2+ fluorescence; actives 0.12% (n = 340,000); AID 493244, 2011;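 active = inhibition above the mean inhibition of all tested compounds plus 3 SD, cut at about 17% in these data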;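 also: assay run at fixed EC70 calcium of 1.6 mM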
DSG3 Ab inh: inhibitors of pemphigus antibody binding to DSG3, primary screen, biochemical, bead-based, flow cytometry, scFv-GFP. Desmoglein-3 (Homo sapiens), P32926. DSG3-coupled beads, scFv-anti-DSG3-GFP binding; stronger effect = lower value. binding (percent of control), % at 10 µM. actives 0.48% (n = 310,000). AID 588358, 2011;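 active = binding more than 3 SD below its plate's average and above zero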;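 also: hits lower antibody fragment binding to DSG3; some compounds called inactive have numbers as strong as hits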
CAL PDZ FP-2: CAL PDZ peptide-binding inhibitors, primary screen, biochemical, fluorescence polarization, Cer-tagged CAL PDZ, HTS; Golgi-associated PDZ and coiled-coil motif-containing protein (Homo sapiens), Q9HD26; actives 0.02% (n = 330,000); purified CAL PDZ, TMR-peptide fluorescence polarization, 1 h; AID 504414, 2011; inhibition, % at 20 µM;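 active = highest replicate inhibition of at least 40%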;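 also: plate controls were DMSO neutral control wells for no effect and unlabeled competitor peptide control wells for full effect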
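Test system: purified CerCALP PDZ construct; Compound dosing: one concentration, 20 µM compound; Also added: TMR-labelled reporter peptide T*-PRC34 bound in PDZ groove; Read-out: inhibition from polarization loss; Controls: unlabelled peptide and DMSO controls; Signal: FP readout, S and P plane fluorescence; Incubation: 1 h at RT.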
V-ATPase pH: regulators of yeast V-ATPase proton pumping, primary screen, pHLuorin cytosolic pH fluorescence. actives 0.37% (n = 350,000). S. cerevisiae. AID 504577, 2011. response, % at 10 µM; in the data active = response mostly above about 7.3%, no sharp cut-off; inactive = mostly below about 5.4%; also: actives read high; inactives centre near 0; some compounds called inactive have numbers as strong as hits
Keap1-Nrf2 PPI: Keap1-Nrf2 protein-protein interaction inhibitors, primary screen, biochemical, fluorescence polarization, single point. actives 0.15% (n = 340,000). Kelch-like ECH-associated protein 1 (Homo sapiens), Q14145. Keap1 Kelch-Nrf2 peptide fluorescence polarization, 1536-well. inhibition, % at 9.4 µM; in the data active = inhibition above about 12%;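 also: human Keap1 Kelch domain with fluorescein labeled Nrf2 9mer peptide probe; 0% = neutral control wells and 100% = peptide positive control; higher means more block of Keap1 binding to Nrf2 peptide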
* hit, by the source's call; · = not tested or not shown. The list is partial; the hit share may differ from the screen's.

item	smiles	NSD2 inh	CAL PDZ FP-1	Arrestin-AP2 inh	LANA DNA inh	DAGLB inh
1	COc1ccc(N(CN2C(=O)C3CCCCC3C2=O)C(=O)c2ccco2)cc1 (configuration not stated)	-1	·	-6	·	·
2	NCCCC[C@H]1CNC(=S)N1CCCCC1CCCCC1	·	0	-16	-1.1	4
3	CN(C1CCCCC1)S(=O)(=O)CCNC(=O)c1ccccc1	-2	-8	5	1.2	-1
4	O=C(NCCc1ccccc1)C1CCCN(C(=O)NC2CCCCC2)C1 (configuration not stated)	-5	-3	3	4.2	3
5	O=[N+]([O-])c1cnccc1Nc1cccc(F)c1	24	-3	-12	-0.4	0
6	O=C(Nc1ccncc1)c1ccccc1Cl	2	6	6	1.1	1
7	CN(C)S(=O)(=O)c1ccccc1N=C=S	2	-3	0	-0.1	-2
8	CCCCCOc1ccccc1C(=O)NCCC(=O)O	-1	·	-8	-1.7	2
9	COC(=O)C1=C(C)Nc2ncnn2C1c1cccnc1 (configuration not stated)	-2	1	39	-0.4	1
10	COCCn1c(-c2ccc(Cl)cc2Cl)nc2c(c(=O)c3ccccc3n2C)c1=O	-4	-2	-4	2.3	1

item	RTF Ca sens inh	DSG3 Ab inh	CAL PDZ FP-2	V-ATPase pH	Keap1-Nrf2 PPI
1	·	107	·	-2	·
2	2	105	-0.3	1	-5
3	-13	101	-2.1	-8	-1
4	3	94	-2.0	3	-7
5	-4	108	-2.1	1	-2
6	-3	105	-1.3	0	-7
7	-1	92	-0.5	1	2
8	-6	105	-1.3	11	-2
9	-6	103	-1.0	1	-1
10	-8	98	-5.7	5	-2

Looked up one by one from the list above:
item	smiles	NSD2 inh	CAL PDZ FP-1	Arrestin-AP2 inh	LANA DNA inh	DAGLB inh
9	COC(=O)C1=C(C)Nc2ncnn2C1c1cccnc1 (configuration not stated)	-2	1	39	-0.4	1
10	COCCn1c(-c2ccc(Cl)cc2Cl)nc2c(c(=O)c3ccccc3n2C)c1=O	-4	-2	-4	2.3	1

item	RTF Ca sens inh	DSG3 Ab inh	CAL PDZ FP-2	V-ATPase pH	Keap1-Nrf2 PPI
9	-6	103	-1.0	1	-1
10	-8	98	-5.7	5	-2

Additional compounds follow.
item	smiles	NSD2 inh	CAL PDZ FP-1	Arrestin-AP2 inh	LANA DNA inh	DAGLB inh
11	COC(=O)Cn1c(C(O)c2ccccc2)nc2ccccc21 (configuration not stated)	-3	-1	4	-0.4	0
12	COc1ccc(-n2ncc3c(=O)n(CC(=O)Nc4ccc(S(=O)(=O)N5CCOCC5)cc4)cnc32)cc1	-1	3	-13	-2.2	-2
13	CC(C)(C)NS(=O)(=O)c1ccc(NC(=O)c2cc(-c3ccccc3)nc3ccccc23)cc1	-1	-1	11	-1.4	1
14	O=C(c1ccccc1)c1ccc(OC(=O)C2CCCCC2)cc1	24	-3	-8	7.3	-9
15	COC(=O)C(CC(C)C)N(Cc1cc(OC)cc(OC)c1)S(=O)(=O)c1ccccc1Br (configuration not stated)	·	-1	-2	1.9	-11
16	O=C(NCc1ccco1)c1cc(-c2ccccc2)nn1CC1CC(c2cccnc2)=NO1 (configuration not stated)	·	-2	-4	-0.7	-2
17	Cn1c(=O)c2c(nc(SCCCC#N)n2Cc2c(F)cccc2Cl)n(C)c1=O	·	-1	7	-1.5	1
18	O=C1Nc2ccccc2N=C(c2ccccc2)C1Br (configuration not stated)	1	5	-21	-0.1	-2
19	O=S(=O)(NC1=NCCC1)c1ccc(F)cc1F	-6	-3	-8	1.1	0
20	COc1ccc(NC(=O)c2ccco2)cc1S(=O)(=O)N1CCOCC1	·	-6	2	-0.6	-2

item	RTF Ca sens inh	DSG3 Ab inh	CAL PDZ FP-2	V-ATPase pH	Keap1-Nrf2 PPI
11	-14	146	0.1	-1	-4
12	6	113	-2.3	3	-1
13	-5	65*	-1.5	-9	1
14	-1	112	-0.4	0	0
15	-1	85	-0.3	3	0
16	-2	93	-0.1	0	-1
17	0	109	-1.7	-2	2
18	4	96	-0.3	3	0
19	-8	101	-0.9	9.1*	-5
20	-17	102	-0.4	-1	-2

(further entries)
item	smiles	NSD2 inh	CAL PDZ FP-1	Arrestin-AP2 inh	LANA DNA inh	DAGLB inh
21	CCN(CC)C(=S)Nc1ccc(OC(F)F)cc1	-5	-5	13	-1.1	-1
22	COc1cccc(CN(C)C(=O)c2cc(COc3c(F)cccc3F)on2)c1	99*	2	10	-0.6	-3
23	CC(C)(C)c1cc(S(=O)(=O)CCc2ccncc2)cc(C(C)(C)C)c1F	7	-2	32	1.9	-2
24	CC(C)(C)[C@H]1CCC(=O)N([C@H](CSc2ccc(Br)cc2)Cc2ccccc2)CC1	·	-2	-14	0.1	-6
25	COc1cc(C2Sc3ccccc3NC3=C2C(=O)OC3)cc(OC)c1OC (configuration not stated)	0	9	18	-0.7	-4
26	CCC(c1nnnn1Cc1ccccc1)N1CCN(C(=O)c2ccco2)CC1 (configuration not stated)	-3	·	-5	-0.3	-2
27	C=CCC(NC(=O)c1ccc(C#N)cc1)C(=O)NCCC (configuration not stated)	·	-2	8	4.8	-1
28	C(=C\c1nc(N2CCCC2)c2ccccc2n1)/c1ccccc1	-1	-1	8	1.1	-2
29	Cc1nc(N/N=C/c2cccc(F)c2)cc(N2CCOCC2)n1	9	·	41	-0.5	-4
30	CC(=O)Nc1ccc(S(=O)(=O)NC(C)C(=O)NC(C)c2ccccc2)cc1 (configuration not stated)	-2	3	43	-0.5	1

item	RTF Ca sens inh	DSG3 Ab inh	CAL PDZ FP-2	V-ATPase pH	Keap1-Nrf2 PPI
21	-11	·	-1.4	1	-6
22	2	109	-0.9	-1	-1
23	4	106	-0.7	-1	3
24	-2	107	0.1	0	1
25	3	104	-1.4	-1	3
26	-9	·	0.4	5	-3
27	13	96	-0.2	-5	-5
28	-6	112	-1.6	11	-1
29	-4	110	-0.5	0	-1
30	-2	117	-1.0	-2	-4

More compounds follow.
item	smiles	NSD2 inh	CAL PDZ FP-1	Arrestin-AP2 inh	LANA DNA inh	DAGLB inh
31	COCCSc1ccccc1C(=O)Nc1cc(C)ccn1	-1	·	0	0.4	0
32	Cc1ccc(S(=O)(=O)N2CCC(C(=O)Nc3ccc4c(c3)OCO4)CC2)cc1	4	3	4	-1.9	2
33	COc1cc(NC(=O)N[C@@H](Cc2c[nH]c3ccccc23)C(=O)O)c(C(=O)O)cc1OC	-5	-3	-13	2.4	2
34	CN(CCCNC(=O)c1nn(C)c2c1CS(=O)(=O)c1ccccc1-2)Cc1ccccc1	0	-2	3	-0.1	-8
35	CCOC(=O)/C(=C/c1ccc(OC(=O)c2ccncc2)cc1)C(C)=O	4	·	-5	-2.0	0
36	Cn1ncc(Br)c1C(=O)N1CCOCC1	17	-3	22	-0.9	-3
37	O=C(O)C1CCCCC1C(=O)OCCCCOC(=O)C1CCCCC1C(=O)O (configuration not stated)	13	-3	4	-3.0	2
38	COc1ccccc1N=Nc1nc(-c2ccccc2)c(-c2ccccc2)[nH]1	1	-5	4	-1.2	40*
39	N#Cc1nc(-c2ccccc2F)oc1N1CCN(C(=O)c2ccco2)CC1	1	-2	-19	-0.2	-1
40	COc1ccccc1N1CCN(C(=O)c2cn(C)c3ccc(S(=O)(=O)N4CCOCC4)cc3c2=O)CC1	-1	3	-1	0.0	1

item	RTF Ca sens inh	DSG3 Ab inh	CAL PDZ FP-2	V-ATPase pH	Keap1-Nrf2 PPI
31	0	100	-1.0	-1	-3
32	4	103	-0.5	-2	-3
33	-5	100	0.2	0	4
34	-3	98	-1.8	1	-4
35	-6	99	-0.8	0	0
36	-8	97	-1.0	-4	0
37	-5	102	1.0	3	-5
38	-1	94	0.1	2	-4
39	9	119	-2.5	-1	-3
40	-3	83	-0.4	1	0

Continuation:
item	smiles	NSD2 inh	CAL PDZ FP-1	Arrestin-AP2 inh	LANA DNA inh	DAGLB inh
41	CC(=O)c1cccc(NC(=O)C(OC(=O)c2cccc(S(=O)(=O)N(C)c3ccccc3)c2)c2ccccc2)c1 (configuration not stated)	-2	·	-3	0.5	2
42	COc1cc2c(cc1NC(=O)COC(=O)Cn1cnc3ccccc31)oc1ccccc12	17	-3	22	-1.2	-1
43	CCCn1nnc(NC(=O)c2ccc(-c3ccccc3)cc2)n1	-2	-1	0	-0.9	-4
44	CN1C(c2ccccc2)CCOS1(=O)=O (configuration not stated)	·	-3	0	0.6	1
45	COC(=O)c1ccc(NC(=S)N2CCN(Cc3ccccc3OC)CC2)cc1	·	-2	-14	1.5	0
46	O=C(Nc1c(C(=O)Nc2ccc3c(c2)OCCO3)cnn1-c1ccccc1Cl)c1ccco1	0	-2	7	0.8	0
47	COc1cccc(CC(=O)Nc2ccc(S(=O)(=O)N3CCOCC3)cc2)c1	-1	-5	20	-0.5	1
48	CCOC(=O)N1C2=NC(C(=O)OC)=C(C(=O)OC)[C@@H]3N(C)c4ccccc4[C@]23C[C@H]1C(=O)OC	·	5	0	-1.8	1
49	O=C(NC1CC(=O)c2sccc21)c1cccc(C(F)(F)F)c1 (configuration not stated)	-1	8	13	-1.5	-2

item	RTF Ca sens inh	DSG3 Ab inh	CAL PDZ FP-2	V-ATPase pH	Keap1-Nrf2 PPI
41	-14	97	-1.5	-2	0
42	0	109	-1.7	-4	-7
43	2	101	-3.5	-2	-8
44	0	102	-0.6	1	0
45	-6	96	-0.6	1	-1
46	-5	104	-1.3	0	-4
47	-9	101	-1.0	6	-4
48	3	109	0.1	2	-5
49	11	·	0.0	0	-8

Some of these compounds in order of the LANA DNA inh value, falling:
item	smiles	NSD2 inh	CAL PDZ FP-1	Arrestin-AP2 inh	LANA DNA inh	DAGLB inh
46	O=C(Nc1c(C(=O)Nc2ccc3c(c2)OCCO3)cnn1-c1ccccc1Cl)c1ccco1	0	-2	7	0.8	0
47	COc1cccc(CC(=O)Nc2ccc(S(=O)(=O)N3CCOCC3)cc2)c1	-1	-5	20	-0.5	1
49	O=C(NC1CC(=O)c2sccc21)c1cccc(C(F)(F)F)c1 (configuration not stated)	-1	8	13	-1.5	-2

item	RTF Ca sens inh	DSG3 Ab inh	CAL PDZ FP-2	V-ATPase pH	Keap1-Nrf2 PPI
46	-5	104	-1.3	0	-4
47	-9	101	-1.0	6	-4
49	11	·	0.0	0	-8
